Compound activity as filed in PubChem.
KCNK9 block: KCNK9 potassium channel inhibitors, primary screen, HEK293 cells, thallium flux; B-score at 10 µM; actives 1.2% (n = 310,000); AID 488922, 2010; FluxOR thallium flux fluorescence; hits give low values; Potassium channel subfamily K member 9 (Homo sapiens), Q9NPC2;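 active = ratio B-score over 3 SD below the library mean, with starting fluorescence within 5 SD of its mean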;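 also: negative B-score means less thallium flux so channel inhibition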
ANO1 block: TMEM16A chloride channel inhibitors, primary screen, cell-based, HTS. Anoctamin-1 (Mus musculus), Q8BHY3. actives 1.2% (n = 310,000). normalized B-score (activity score, 25-100; higher = stronger inhibition) at 10 µM. HEK293 TMEM16A/YFP iodide influx fluorescence, ionomycin;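 active = ratio plate-corrected score three or more library SD toward inhibition, starting fluorescence score within five deviations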;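 also: score derived from kinetic fluorescence span divided by baseline fluorescence per well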
KCNQ1 pot: potentiators or activators of KCNQ1 channel, primary screen, cell-based, thallium flux, high-throughput. B-score at 10 µM. Potassium voltage-gated channel subfamily KQT member 1 (Homo sapiens), P51787. CHO-K1 KCNQ1, thallium flux FluxOR fluorescence; hits give high values. AID 2648, 2010. actives 0.35% (n = 310,000);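 active = fluorescence ratio B-score, a plate-corrected score, at least three library SD, with initial intensity B-score within 5 SD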
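Schedule – 37 °C overnight plating, 90-min dark dye load, 20-min compound pretreatment · System – stable KCNQ1 CHO-K1 line · Probe or stimulus – thallium- and potassium-containing depolarizing buffer · Measured by – kinetic FluxOR fluorescence, 10 s baseline plus 110 s post-stimulus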
RGS4 block: RGS4 inhibitors, primary screen, cell-based, HEK293 M3R inducible RGS4, calcium flux | Regulator of G-protein signaling 4 (Homo sapiens), P49798 | Fluo-4 calcium flux; hits give high values; triggered by carbachol at its EC20 | AID 463165, 2010 | actives 0.45% (n = 310,000) | B-score at 10 µM;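 active = B-score, a plate-corrected calcium signal, over three deviations above library mean, with baseline fluorescence within five deviations of library mean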;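 also: RGS4 expression induced by doxycycline in cells with stable M3 receptor; B-score is computed from the integrated fluorescence ratio over baseline after carbachol; higher B-score means a larger calcium signal and so more RGS4 inhibition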
Target sequence (P49798 whole entry, looked up): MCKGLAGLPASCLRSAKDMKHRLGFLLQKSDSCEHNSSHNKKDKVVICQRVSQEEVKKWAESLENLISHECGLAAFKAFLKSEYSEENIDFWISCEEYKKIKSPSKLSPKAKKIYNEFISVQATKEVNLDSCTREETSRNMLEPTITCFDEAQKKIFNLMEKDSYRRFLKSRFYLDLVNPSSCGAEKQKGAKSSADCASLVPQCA
KCNK3 inh: human KCNK3 channel inhibitors, primary screen, CHO cells, FluxOR thallium flux, B-score. Potassium channel subfamily K member 3 (Homo sapiens), O14649. FluxOR fluorescence; hits give low values. B-score at 10 µM. actives 0.84% (n = 340,000). AID 602410, 2012;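 active = B-score under library mean minus 4 SD, starting fluorescence ratio at most library mean plus 5 SD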;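 also: more negative B-score means stronger inhibition of thallium flux through KCNK3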
Target sequence (O14649 whole entry, looked up): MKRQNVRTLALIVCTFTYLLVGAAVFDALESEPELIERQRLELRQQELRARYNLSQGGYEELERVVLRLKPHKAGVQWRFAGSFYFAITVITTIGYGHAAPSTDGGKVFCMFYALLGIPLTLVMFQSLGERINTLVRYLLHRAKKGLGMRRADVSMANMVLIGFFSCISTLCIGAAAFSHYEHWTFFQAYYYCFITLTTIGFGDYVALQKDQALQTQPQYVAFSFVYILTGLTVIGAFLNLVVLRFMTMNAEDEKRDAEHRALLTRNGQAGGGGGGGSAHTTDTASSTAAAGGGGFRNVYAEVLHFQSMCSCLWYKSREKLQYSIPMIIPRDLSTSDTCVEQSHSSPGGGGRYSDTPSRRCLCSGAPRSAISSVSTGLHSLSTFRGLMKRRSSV
hERG rescue: hERG rescue from dofetilide block, primary screen, cell-based, CHO-hERG, FluxOR thallium flux, dofetilide IC70; Voltage-gated inwardly rectifying potassium channel KCNH2 (Homo sapiens), Q12809; dofetilide IC70 present; activation (rescue from dofetilide block), less the hit threshold, % at 10 µM; actives 0.51% (n = 310,000);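 active = activation above the mean of controls blocked by dofetilide plus 5 SD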;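 also: thallium influx through hERG after potassium depolarization seen as dye fluorescence rise; in these data hits start at about 4.7%; inactives centre near -7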
KCNQ1 block: inhibitors of human KCNQ1 channel, primary screen, cell-based, thallium flux, high-throughput | Potassium voltage-gated channel subfamily KQT member 1 (Homo sapiens), P51787 | actives 1.3% (n = 310,000) | B-score at 10 µM | CHO-K1 KCNQ1, FluxOR thallium flux fluorescence; hits give high values;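 active = compounds whose thallium flux B-score, printed positive for inhibition, exceeds three library SD while starting fluorescence stays within three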;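 also: channel opened by potassium depolarization with thallium stimulus after 20 min compound exposure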
SKKanGAS inh: S. pyogenes SKKanGAS growth inhibitors in kanamycin, primary screen, streptokinase expression inhibitor project, SKKanGAS strain, BacTiter-Glo luminescence | 6 h | inhibition, % at 7.5 µM | actives 1.3% (n = 300,000);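 active = mean replicate score, as percent of positive control median, at least 50; inconclusive = mean below 50 but one replicate at or above 50; inactive = mean and every replicate below 50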;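 also: strain carries kanamycin resistance gene driven by streptokinase promoter and grows in 40 µg/ml kanamycin; loss of luminescence reflects streptokinase promoter inhibition or plain growth inhibition; 0% = median of DMSO wells and 100% = positive control at its reference dose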
RGS4 pot: RGS4 potentiators or activators, primary screen, cell-based, HEK293 M3R inducible RGS4, calcium flux. actives 0.92% (n = 310,000). carbachol calcium flux Fluo4; hits give low values. B-score at 10 µM. AID 463111, 2010;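 active = B-score of the integrated calcium signal more than 4 SD below the library mean, with starting fluorescence not abnormally high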;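 also: negative B-score means reduced calcium response which marks RGS4 activation or potentiation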
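System: HEK293 FlpIn-TREx cells, stable M3R, doxycycline-inducible RGS4. Timing: overnight RGS4 induction, 30 min dye load 37 °C, 20 min compound RT. Also added: carbachol, ECmax concentration. Measured by: Fluo4 fluorescence kinetic imaging of calcium. Evaluation: integrated calcium ratio converted to B score.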
TMEM16A act: TMEM16A chloride channel activators or potentiators, primary screen, cell-based, HTS; HEK293 TMEM16A/YFP-H148Q/I152L, iodide quench fluorescence; hits give low values; B-score at 10 µM; actives 0.3% (n = 340,000);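 active = fluorescence-ratio B-score plate-corrected deviation score at least 3 library SD below zero, with starting fluorescence score within 5 deviations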;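 also: channel opened by trigger with iodide after compound preincubation; score built on the fluorescence ratio of max minus min over baseline; more negative score means more quench and so TMEM16A activation or potentiation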
HDAC3 inh: HDAC3 deacetylase inhibitors, primary screen, biochemical, fluorescence, cell-free homogeneous; Histone deacetylase 3 (Homo sapiens), O15379; recombinant HDAC3, fluorogenic peptide/trypsin coupled; inhibition, % at 8.3 µM; actives 0.15% (n = 320,000); in the data active = inhibition above about 26%, passing the limit was not always enough; inconclusive = no clear call, values can overlap the other calls
Target sequence (O15379 whole entry, looked up): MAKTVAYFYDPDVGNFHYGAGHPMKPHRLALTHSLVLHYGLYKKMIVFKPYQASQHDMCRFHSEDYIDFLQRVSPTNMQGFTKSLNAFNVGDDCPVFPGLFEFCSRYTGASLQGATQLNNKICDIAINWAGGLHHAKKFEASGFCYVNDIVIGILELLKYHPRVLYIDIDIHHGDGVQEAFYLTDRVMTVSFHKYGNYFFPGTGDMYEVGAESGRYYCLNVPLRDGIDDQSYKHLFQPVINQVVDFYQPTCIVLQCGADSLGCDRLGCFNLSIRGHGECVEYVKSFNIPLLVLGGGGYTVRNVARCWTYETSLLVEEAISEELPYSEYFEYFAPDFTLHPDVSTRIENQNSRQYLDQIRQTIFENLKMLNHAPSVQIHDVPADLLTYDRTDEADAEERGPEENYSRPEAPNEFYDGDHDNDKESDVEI
Numbers without * were called inactive; i = inactive; ? = inconclusive; . = no result given. Hits appear at their usual frequency; 6.3% or so of the library scored in one or more.

Compound,HDAC3 inh,SKKanGAS inh,ANO1 block,TMEM16A act,RGS4 pot,KCNQ1 block,RGS4 block,KCNK3 inh,hERG rescue,KCNK9 block,KCNQ1 pot
CN(C)C=Nc1ncc2c3ccccc3n(CCN(C)C)c2c1C#N,5,5,i,i,i,i,i,i,-1,i,i
CCc1cc2ccc(OC)cc2nc1SCC(=O)NNC(C)=O,2,-14,i,i,i,i,i,i,-4,i,i
CCOC(=O)c1nc(-c2ccccc2)oc1N1CCOCC1,-56,-21,i,i,i,i,i,i,-6,i,i
CCOC(=O)c1c(C)[nH]c(C)c1S(=O)(=O)N(C)CC(=O)Nc1ccccc1F,2,-2,i,i,i,i,i,i,-5,i,i
COC(=O)c1ccc(NC(=O)CSC2=NCCN2)cc1,-4,-1,i,i,i,i,i,i,-1,i,i
CCCCc1ccc(NC(=S)N2CCC(O)CC2)cc1,5,-9,i,i,i,i,i,i,-11,i,i
Cc1ccc(-n2nnc3c(SCC(=O)NCC4CCCO4)ncnc32)cc1 (stereo not given),-7,10,i,i,i,i,i,i,-11,i,i
CCOC(=O)C1CCCN(c2cc(C)nc3cc(-c4ccc(Cl)cc4)nn23)C1 (stereo not given),-8,8,i,i,i,i,i,i,-8,i,i
CC(=C/C(=O)O)/C(=C\c1ccc(Br)o1)C(=O)O,4,-2,i,i,i,i,i,i,-13,i,i
O=C(COc1ccccc1Cl)NC(=S)Nc1ccc(CN2CCOCC2)cc1,-3,6,i,i,i,i,i,i,-5,i,i
Cc1c(CN2CCC(CO)(Cc3cccc(C(F)(F)F)c3)CC2)c2ccccc2n1C,0,5,i,i,i,i,i,i,-31,i,i
CCCN1C=CC(=CC=C(C#N)C#N)C=C1,?,4,i,-6.5*,i,8*,i,i,-14,i,i
CC1Sc2ccc(C(=O)Nc3ccccc3OC(F)F)cc2NC1=O (stereo not given),4,-6,i,i,i,i,i,i,-15,i,i
O=C(CN(Cc1ccccc1Cl)C(=O)CNS(=O)(=O)c1ccccc1)NCC1CCCO1 (stereo not given),4,0,i,i,i,i,i,i,-4,i,i
Cc1[nH]c2ccccc2c1/C=C/c1nc2ccccc2c(=O)n1-c1cccc([N+](=O)[O-])c1,-3,16,i,i,i,i,i,i,-4,i,i
CCCCn1c(N)c(N(CCOC)C(=O)C2CCCN(C(=O)c3ccc(Cl)cc3)C2)c(=O)[nH]c1=O (stereo not given),-2,-4,i,i,i,i,i,i,-10,i,i
CCOC(=O)CSc1nnc(Cc2cc(=O)[nH]c(=O)[nH]2)n1-c1ccc(Cl)cc1,5,2,i,i,i,i,i,i,-11,i,i
Cn1c(N)c(S(=O)(=O)N2CCN(c3ccccc3F)CC2)c(=O)n(C)c1=O,-4,-1,i,i,i,i,i,i,-10,i,i
Cc1cc(C(=O)CCC(=O)NNC(=O)c2ccccc2O)c(C)s1,1,13,i,i,i,6*,i,i,-19,i,i
Cc1cc(/C=C(\C#N)C(=O)Nc2ccccc2)c(C)n1-c1cccnc1,0,2,i,i,i,i,i,i,0,i,i
COc1ccc(S(=O)(=O)N2CCc3ccccc32)cc1C(=O)Nc1cccnc1,5,-6,i,i,i,i,i,i,-8,i,i
CSc1ccccc1OCc1cc(C(=O)N2CCC(Oc3cccnc3)CC2)no1,-2,-15,25*,i,i,i,i,i,-13,i,i
CCC(Oc1ccccc1)C(=O)Nc1ccc(-c2nnc(-c3ccco3)o2)cc1 (stereo not given),-20,9,i,i,i,i,i,i,-9,-7.3*,i
COc1ccccc1C(=O)NC(CCSC)C(=O)NCc1ccccn1 (stereo not given),5,-1,i,i,i,i,i,i,-6,i,i
CC(C)(CO)N1CCN(C(=S)Nc2ccccc2)CC1,1,0,i,i,i,i,i,i,-7,i,i
CCC(=O)NC1OC(CO)C(O)C(O)C1O (stereo not given),.,-4,i,i,i,i,i,i,-4,i,i
COc1cc(C2C(C#N)=C(N)Oc3c2ccc2ccccc32)ccc1OCC(=O)Nc1ccccc1C (stereo not given),8,27,i,i,i,i,i,i,-17,i,i
CN1CCN(c2nc3c(c(=O)[nH]c(=O)n3C)n2CCCSc2nnnn2-c2ccccc2)CC1,6,-9,i,i,i,i,i,i,-8,i,i
O=C(Nc1ccc2snnc2c1)N1CCOCC1,0,4,i,i,i,i,i,i,-13,i,i
CC1(C)Cc2nc3sc4c(=O)n(CC(N)=O)cnc4c3cc2CO1,-1,3,i,i,i,i,i,i,-6,i,i
O=C(Nc1cccc(S(=O)(=O)N2CCCC2)c1)c1ccc2c(=O)n3c(nc2c1)CCCCC3,-6,9,i,i,i,i,i,i,-11,i,i
Cc1ccc(C2=Nc3ccc(Br)cc3C(c3ccncc3)=NN2)cc1,1,6,i,i,i,i,i,i,-12,i,i
CS(=O)(=O)NCc1csc(-c2ccccc2)n1,-5,-3,i,i,i,i,i,i,2,i,i
CCn1nc(NS(=O)(=O)c2ccc(NC(C)=O)cc2)c2cc3ccccc3nc21,4,7,i,i,i,i,i,i,-14,i,i
COc1ccc(Nc2nc(-c3sc(C)nc3C)cs2)cc1,7,-13,i,i,i,i,i,i,-8,i,i
COc1cccc(NC(=O)CNC(=O)Cn2cnc3sc(C)c(C)c3c2=O)c1,-2,-6,i,i,i,i,i,i,-10,i,i
O=C(CNc1cccc(S(=O)(=O)N2CCCC2)c1)Nc1ccc(F)cc1F,-3,-7,i,i,i,i,i,i,-10,i,i
COc1ccc(S(=O)(=O)N2CCCCCC2)cc1C(=O)N(C)Cc1cccc(OC)c1OC,1,-10,i,-5.7*,i,i,i,i,-7,i,i
CC(=O)N1CCc2cc(Br)cc(S(=O)(=O)CCC(=O)N3CCN(c4ccccn4)CC3)c21,2,-1,i,i,i,i,i,i,-1,i,i
c1ccc(-c2nnc(CN3CCN(c4ccccc4)CC3)o2)cc1,.,-4,i,i,i,i,i,i,-13,i,i
COC(=O)c1cc(S(=O)(=O)N(C)Cc2ccco2)c[nH]1,4,-5,i,i,i,i,i,i,-5,i,i
O=S(=O)(c1cc(F)ccc1F)N1CCN(c2ccccn2)CC1,7,0,i,i,i,i,i,i,-9,i,i
CN1CC2([N+](=O)[O-])CC=C(OCCO)C([N+](=O)[O-])(C1)C2 (stereo not given),-10,-5,i,i,i,i,i,i,-7,i,i
Cc1ccc(C)c(Nc2cc(C(=O)NCc3cccnc3)c3ccccc3n2)c1,.,-2,i,i,i,i,i,-8.9*,-16,-7.9*,i
Cn1c(SCC(=O)NNC(=O)c2ccc(Cl)cc2)nnc1-c1cccnc1,-2,-2,i,i,i,i,i,i,-8,i,i
O=C(CCN1C(=O)c2ccccc2C1=O)N1CCOCC1,2,1,i,i,i,i,i,i,-4,i,i
Cc1cc(C(=O)N2CCN(C(c3ccccc3)c3ccccc3)CC2)on1,3,-1,i,i,i,i,i,i,-11,i,i
Cc1cccc(NC(=O)c2cc(S(=O)(=O)N3CCc4ccccc43)cn2C)c1C,-6,-5,i,i,i,i,i,i,-8,i,i
CCOC(=O)COn1c(=O)c(=O)n(OC)c2ccccc21,6,1,i,i,i,i,i,i,-1,i,i
O=C(NCc1ccc2c(c1)OCO2)C1CC(=O)N(c2ccc(Cl)cc2)C1 (stereo not given),7,-1,i,i,i,i,i,i,-7,i,i

Continuation:
Compound,HDAC3 inh,SKKanGAS inh,ANO1 block,TMEM16A act,RGS4 pot,KCNQ1 block,RGS4 block,KCNK3 inh,hERG rescue,KCNK9 block,KCNQ1 pot
COc1cc(C(C#N)N2CCC(c3ccccc3)=N2)ccc1O (stereo not given),2,3,i,i,i,i,i,i,-9,i,i
O=C(C1CCC(Cn2c(=S)[nH]c3ccccc3c2=O)CC1)N1CCOCC1 (stereo not given),4,2,i,i,i,i,i,i,-11,i,i
Cc1cc(-c2nn(-c3ccccc3F)cc2CN2CCCC(O)C2)c(C)s1 (stereo not given),-10,2,i,i,i,i,i,i,-16,i,i
CSCCC(NC(=O)c1ccc([N+](=O)[O-])cc1Cl)C(=O)OCC(=O)NC1CCCC(C)C1C (stereo not given),11,-3,i,i,i,i,i,i,-11,i,i
O=C(NCc1ccco1)c1ccccc1-c1nc(-c2ccccc2)no1,-1,-3,i,i,i,i,i,i,-12,i,i
Cn1c(=O)c2c(nc(N/N=C/c3cccs3)n2Cc2ccccc2)n(C)c1=O,?,7,i,i,i,i,i,i,-4,i,i
CCC(C)c1ccccc1NC(=S)Nc1cccnc1 (stereo not given),0,-5,i,i,i,i,i,i,-15,i,i
O=C(C1=C(O)C(=O)N(CC2CCCO2)C1c1cccc(O)c1)c1ccco1 (stereo not given),4,1,i,i,i,i,i,i,-2,i,i
CC(C)OP(=O)(OC(C)C)C(Nc1ccccc1)c1cccnc1 (stereo not given),0,-5,i,i,i,i,i,i,-21,i,i
Cc1ccc2oc(C(=O)NC3CCS(=O)(=O)C3)c(C)c2c1 (stereo not given),.,-3,.,i,i,i,i,i,-8,i,i
O=S1(=O)CCOC[C@H](CC2CCCCC2)N1Cc1cccc(F)c1,-3,9,i,i,i,i,i,i,-5,i,i
Cc1ccc2nccc(C(=O)N3CCCC(N4CCN(c5ccc(F)cc5)CC4)C3)c2c1 (stereo not given),3,9,i,i,i,i,i,i,-14,i,i
CCCCN(C)C(=O)c1nc2ccccn2c1CN1CCC[C@H]1C(=O)OC,8,-5,i,i,i,i,i,i,-1,i,i
